# Compound activity from PubChem BioAssay.
# U2OS ROS induce – inducers of reactive oxygen species in cancer cells; U2OS ROS induction, H2DCF-DA fluorescence; ROS induction (% of piperlongumine), % at 10 µM; hit rate 2% among 46,000; AID 624156; in the data active = ROS induction above about 79%, passing the limit was not always enough; inconclusive = no clear call, values can overlap the other calls;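 also: 0% = DMSO vehicle median and 100% = reference compound median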
# The depositor's hits bear a star; ? = inconclusive. A portion of the library; count on the stated rates, not on these rows.
SMILES,U2OS ROS induce
COc1ccc(CN(C)C[C@H]2Oc3c(NC(=O)NC4CCCCC4)cccc3C(=O)N([C@@H](C)CO)C[C@@H]2C)cc1,?
CCc1nn(Cc2ccccc2)c(=O)c2cc3cc(C)ccc3n12,16.2
COc1ccc(NC(=O)N(C)C[C@@H]2Oc3ccc(NC(=O)CCCN(C)C)cc3C(=O)N([C@@H](C)CO)C[C@H]2C)cc1,31.1
O=C(CN1C(=O)C2C3CCC(C3)C2C1=O)Nc1cccc(C(=O)O)c1 (configuration not stated),-9.1
COc1ccc(C)cc1N(CC(=O)Nc1c(C)cc(C)cc1C)S(C)(=O)=O,-9.5
Cc1occc1C(=O)C(C#N)=C(NCc1cccnc1)NCc1cccnc1,-5.5
C[C@H](CO)N1C[C@H](C)[C@@H](CN(C)C(=O)Nc2ccc3c(c2)OCO3)Oc2ccc(NC(=O)CCC(F)(F)F)cc2C1=O,-5.8
C[C@@H]1CN([C@@H](C)CO)C(=O)CCCn2nncc2CO[C@@H]1CN(C)C(=O)Cc1ccccc1,7.1
Cc1ccc(S(=O)(=O)Nc2cccc3c2O[C@@H](CN(C)C(=O)NC(C)C)[C@H](C)CN([C@H](C)CO)C3=O)cc1,-6.6
C[C@@H]1CN([C@@H](C)CO)C(=O)c2cccc(NS(C)(=O)=O)c2O[C@H]1CN(C)S(=O)(=O)c1cn(C)cn1,-13.0
C[C@H](CO)N1C[C@H](C)[C@H](CN(C)C(=O)Nc2cccc3ccccc23)Oc2ccc(NC(=O)Nc3cccc4ccccc34)cc2C1=O,26.5
Cc1c(Br)c(C(F)(F)F)nn1CC(N)=O,20.7
COc1ccc(C#Cc2ccc3c(c2)[C@]2(C(=O)N3)[C@H](c3ccc(O)cc3)N3[C@H](c4ccccc4)[C@H](c4ccccc4)OC(=O)[C@H]3[C@@H]2C(=O)O)cc1,-20.3
C[C@H](CO)N1C[C@H](C)[C@H](CN(C)C(=O)Nc2ccc3c(c2)OCO3)Oc2c(NS(=O)(=O)c3cn(C)cn3)cccc2C1=O,-20.5
C[C@@H]1CN([C@@H](C)CO)C(=O)Cc2cc(NC(=O)Nc3ccc4c(c3)OCO4)ccc2O[C@@H]1CN(C)Cc1ccc(C(=O)Nc2ccccc2N)cc1,3.0
C[C@H](CO)N1C[C@H](C)[C@H](CN(C)S(=O)(=O)c2cn(C)cn2)Oc2ccc(NC(=O)c3ccncc3)cc2CC1=O,-15.0
COc1ccc(NC(=O)N(C)C[C@@H]2Oc3c(NC(=O)Nc4ccc(C(F)(F)F)cc4)cccc3C(=O)N([C@@H](C)CO)C[C@@H]2C)cc1,7.3
C[C@H]1CN([C@@H](C)CO)C(=O)Cc2cc(NC(=O)Cc3ccccc3)ccc2O[C@@H]1CN(C)C(=O)Nc1ccccc1,2.4
O=C(CSc1nnc(-c2ccccc2O)n1-c1ccccc1)N1CCN(c2ccccc2)CC1,11.6
Cc1ccc(S(=O)(=O)Nc2ccc3c(c2)C(=O)N([C@H](C)CO)C[C@@H](C)[C@H](CN(C)C(=O)Nc2ccc(F)cc2)O3)cc1,3.7
C[C@H]1CN([C@@H](C)CO)C(=O)Cc2cc(NC(=O)Cc3cn(C)c4ccccc34)ccc2O[C@H]1CN(C)C(=O)Nc1ccc(F)cc1,-6.3
Cc1ccc(S(=O)(=O)N(C)C[C@H]2Oc3ccc(NC(=O)Nc4ccc5c(c4)OCO5)cc3CC(=O)N([C@@H](C)CO)C[C@@H]2C)cc1,-5.7
O=C(N/N=C/c1cccc(Oc2ccccc2)c1)c1ccccc1O,-11.7
Cc1ccc(S(=O)(=O)N(C)C[C@@H]2Oc3c(NS(=O)(=O)c4ccc(F)cc4)cccc3C(=O)N([C@@H](C)CO)C[C@H]2C)cc1,12.5
C[C@@H]1CN([C@H](C)CO)C(=O)c2cc(NS(=O)(=O)c3ccc(Cl)cc3)ccc2O[C@@H]1CN(C)Cc1ccccc1,-6.6
COc1ccc2[nH]c3c(=O)n(Cc4ccc(C(=O)NC5CC5)cc4)c(=S)[nH]c3c2c1,10.7
COc1cccc(-n2cc(C(=O)N(CC(C)C)CC(C)C)c3ccccc3c2=O)c1,-4.8
O=C1/C(=C/N2CCCCC2)SC(=S)N1c1ccc(F)cc1,23.1
C[C@@H]1CCCCO[C@H](CN(C)C(=O)Nc2cccc3ccccc23)[C@@H](C)CN([C@H](C)CO)C(=O)c2cc(NC(=O)c3ccncc3)ccc2O1,3.0
COc1ccc(S(=O)(=O)Nc2cccc3c2O[C@H](CN(C)C(=O)NC2CCCCC2)[C@H](C)CN([C@H](C)CO)C3=O)cc1,71.3
CC(C)NC(=O)N(C)C[C@H]1OCCCC[C@@H](C)Oc2ccc(NC(=O)c3ccccc3)cc2C(=O)N([C@H](C)CO)C[C@@H]1C,-3.2
COc1ccc(NC(=O)N(C)C[C@H]2Oc3c(NC(=O)c4cnccn4)cccc3C(=O)N([C@H](C)CO)C[C@H]2C)cc1,-7.4
CN1[C@@H]2CC(OC(=O)[C@H](CO)c3ccccc3)C[C@H]1[C@@H]1O[C@@H]12 (some centres not stated),1.6
CCc1ccc(/C=C2/C(=O)N(C3CCCCC3)C(=S)N2C)cc1,18.5
CCn1c(SCC(=O)Nc2ccc(F)cc2F)nnc1-c1cccs1,-9.2
CCc1cccc(C)c1NC(=O)CSc1nnc(-c2ccccc2)n1-c1ccccc1,-28.5
C[C@@H]1CCCCO[C@H](CN(C)C(=O)Nc2ccc(F)cc2)[C@@H](C)CN([C@H](C)CO)C(=O)c2cc(NC(=O)C3CCCCC3)ccc2O1,23.7
Cc1cc(=O)oc2n[nH]c(CSc3ccc(Cl)cc3)c12,1.4
C[C@H]1CN([C@@H](C)CO)C(=O)c2cccc(NS(C)(=O)=O)c2O[C@@H]1CN(C)Cc1ccccc1,-2.2
CCN(CC)C(=O)c1cccc(OC)c1,0.3

# A few values from the entries so far:
# In U2OS ROS induce, `C[C@@H]1CN([C@H](C)CO)C(=O)c2cc(NS(=O)(=O)c3ccc(Cl)cc3)ccc2O[C@@H]1CN(C)Cc1ccccc1` is listed with -6.6
# In U2OS ROS induce, `C[C@H]1CN([C@@H](C)CO)C(=O)Cc2cc(NC(=O)Cc3cn(C)c4ccccc34)ccc2O[C@H]1CN(C)C(=O)Nc1ccc(F)cc1` is listed with -6.3

# (further entries)
SMILES,U2OS ROS induce
CC(C)(C)c1ccc(S(=O)(=O)N2CCN(c3ccc([N+](=O)[O-])c(NCc4cccnc4)c3)CC2)cc1,98.4*
C[C@H](CO)N1C[C@H](C)[C@H](CN(C)C(=O)Nc2ccc(C(F)(F)F)cc2)Oc2ccc(NC(=O)C3CC3)cc2C1=O,14.4
Cc1ccccc1S(=O)(=O)N[C@H]1CCN(Cc2cccc(OCCO)c2)C1,-10.7
C[C@H]1CN([C@@H](C)CO)C(=O)c2cccc(NS(=O)(=O)c3ccc(F)cc3)c2O[C@@H]1CN(C)C(=O)Nc1ccc(F)cc1,-6.9
C[C@H](CO)N1C[C@H](C)[C@@H](CN(C)C(=O)Nc2cccc3ccccc23)Oc2ccc(NC(=O)CCC(F)(F)F)cc2C1=O,-4.9
C[C@H]1CN([C@@H](C)CO)C(=O)Cc2cc(NC(=O)Cc3ccccc3)ccc2O[C@H]1CN(C)Cc1ccc(Oc2ccccc2)cc1,63.7
COc1ccc(NC(=O)N(C)C[C@H]2Oc3ccc(NC(=O)Nc4ccc(C(F)(F)F)cc4)cc3C(=O)N([C@H](C)CO)C[C@@H]2C)cc1,5.8
C[C@H]1CN([C@@H](C)CO)C(=O)c2cc(NC(=O)C3CC3)ccc2O[C@@H]1CN(C)C(=O)Nc1ccccc1,-13.4
CC(=O)Nc1ccc(Br)cc1,6.1
O=C(CSc1nc2ccccc2[nH]1)Nc1ccc(I)cc1,1.0
Cc1noc(C)c1NC(=O)Nc1ccc2c(c1)C(=O)N([C@H](C)CO)C[C@H](C)[C@@H](CN(C)C(=O)NC(C)C)OCCCC[C@@H](C)O2,5.2
C[C@H](CO)N1C[C@H](C)[C@H](CN(C)C(=O)Nc2ccccc2)Oc2ccc(NC(=O)Nc3cccc4ccccc34)cc2CC1=O,-21.4
CC(C)COC(=O)N(C)C[C@@H]1OCc2cn(nn2)CCCC(=O)N([C@@H](C)CO)C[C@@H]1C,-0.8
CNC[C@H]1Oc2ccc(NS(=O)(=O)c3ccc(OC)cc3)cc2CC(=O)N([C@@H](C)CO)C[C@H]1C,-1.1
C[C@H](CO)N1C[C@H](C)[C@@H](CN(C)C)Oc2ccc(N(C)C)cc2C1=O,-5.9
O=C(CCn1[nH]c(=O)c2ccccc2c1=O)NCc1ccccc1,-21.5
COc1ccc(OC)c(S(=O)(=O)NCCc2sc(-c3ccc(OC)c(OC)c3)nc2C)c1,21.0
Cc1ccc(S(=O)(=O)N(C)C[C@H]2Oc3c(NC(=O)Nc4ccccc4)cccc3C(=O)N([C@@H](C)CO)C[C@@H]2C)cc1,8.5
O=C(CC(=O)Nc1ccccc1OC(F)(F)F)Nc1ccccc1OC(F)(F)F,0.3
Cc1noc(C)c1NC(=O)Nc1cccc2c1O[C@H](CN(C)Cc1ccc(C(=O)Nc3ccccc3N)cc1)[C@H](C)CN([C@@H](C)CO)C2=O,-1.2
C[C@@H]1CN([C@H](C)CO)C(=O)c2cccc(NS(=O)(=O)c3ccc(F)cc3)c2O[C@@H]1CN(C)S(=O)(=O)c1cn(C)cn1,-5.0
C[C@H]1CN([C@@H](C)CO)C(=O)Cc2cc(NS(C)(=O)=O)ccc2O[C@H]1CN(C)Cc1ccncc1,3.6
C[C@@H]1CN([C@H](C)CO)C(=O)c2cccc(NS(=O)(=O)c3ccccc3)c2O[C@H]1CN(C)Cc1ccc(C(=O)Nc2ccccc2N)cc1,18.6
CNC[C@@H]1Oc2ccc(NC(=O)Nc3ccc(C(F)(F)F)cc3)cc2CC(=O)N([C@H](C)CO)C[C@@H]1C,-4.0
O=C(COc1ccc(Cl)cc1Cl)NCCO,3.8
CCn1c(SCC(=O)Nc2cccc(Cl)c2Cl)nnc1-c1ccc([N+](=O)[O-])cc1,8.0
CSc1cccc(NC(=O)C2CCCN2S(=O)(=O)c2cccc3cccnc23)c1 (configuration not stated),-20.4
Cc1noc(C)c1NC(=O)N(C)C[C@H]1Oc2ccc(NS(C)(=O)=O)cc2CC(=O)N([C@H](C)CO)C[C@H]1C,5.3
Cc1ccc(S(=O)(=O)Nc2cccc3c2O[C@@H](CN(C)S(=O)(=O)c2cccs2)[C@H](C)CN([C@@H](C)CO)C3=O)cc1,-1.9
C[C@@H]1CN([C@H](C)CO)C(=O)Cc2cc(NC(=O)Nc3ccc(F)cc3)ccc2O[C@@H]1CN(C)Cc1ccncc1,2.7
Cc1ccc(NC(=O)C2(NS(=O)(=O)c3cccc4cccnc34)CCCCC2)cc1,-7.3
CCOc1ccc(NC(=O)CSc2nnc(-c3cccs3)n2C)cc1,-6.9
Cc1cccc(Nc2nc(C)cc(C)c2C#N)c1,-0.6
COc1ccc(CN(C)C[C@H]2Oc3ccc(NS(=O)(=O)c4ccc(Cl)cc4)cc3C(=O)N([C@@H](C)CO)C[C@H]2C)cc1,22.5
Cc1noc(C)c1NC(=O)N(C)C[C@H]1Oc2c(NC(=O)C3CCOCC3)cccc2C(=O)N([C@H](C)CO)C[C@@H]1C,-7.6
COc1cccc(NC(=O)CSc2nnnn2C)c1,-2.6
COc1ccc(OC)c(NC(=O)c2cccs2)c1,-9.6
CC(CN1CCCC1)OC(=O)c1cc(C(C)(C)C)cc(C(C)(C)C)c1 (configuration not stated),21.6
CNC[C@H]1Oc2c(NS(=O)(=O)c3ccc(F)cc3)cccc2C(=O)N([C@@H](C)CO)C[C@H]1C,-0.5
O=C(O)Cn1cc(C(=O)C2CCCCC2)c2ccccc21,-1.2
Nc1ncnc2c1ncn2C1CCC(CO)O1 (configuration not stated),-6.1
CCOC(=O)c1cc(C)nc(Sc2ccccc2NC(=O)c2cccc(C(F)(F)F)c2)c1C#N,44.6
O=C(NC=Nc1cccnc1)C1COc2ccccc2O1 (configuration not stated),-9.0
C[C@H](CO)N1C[C@H](C)[C@H](CN(C)Cc2ccc(Oc3ccccc3)cc2)Oc2ccc(NS(=O)(=O)c3cn(C)cn3)cc2C1=O,-8.6
CC(C)NC(=O)Nc1ccc2c(c1)CC(=O)N([C@H](C)CO)C[C@@H](C)[C@H](CN(C)Cc1ccc(Cl)c(Cl)c1)O2,7.7
COc1ccc(NC(=O)NCCN2CCN(c3cc(OC)ccc3OC)CC2)cc1,-1.1
C[C@@H]1CN([C@H](C)CO)C(=O)Cc2cc(NC(=O)C3CCCCC3)ccc2O[C@H]1CN(C)CC1CC1,95.3*
COc1ccc([C@H]2Sc3ccccc3N(CCN(C)C)C(=O)[C@H]2OC(C)=O)cc1,0.6
COc1ccc([Si](C)(C)[C@@H]2[C@@H](CCO)O[C@]3(C(=O)N(C)c4c(Br)cc(C)cc43)[C@H]2C)cc1,24.5
C[C@H](CO)N1C[C@H](C)[C@H](CN(C)Cc2ccc(Cl)c(Cl)c2)Oc2c(NC(=O)c3ccc(-c4nccs4)cc3)cccc2C1=O,57.8
Cc1ccc(-c2nn(CC(=O)N(C)C)c(=O)c3ccccc23)cc1,-7.0
Cc1ccc(S(=O)(=O)N(C)C[C@H]2OCCCC[C@@H](C)Oc3ccc(NC(=O)CCCN(C)C)cc3C(=O)N([C@H](C)CO)C[C@@H]2C)cc1,-13.2
CC(C)NC(=O)N(C)C[C@@H]1Oc2c(NS(=O)(=O)c3cn(C)cn3)cccc2C(=O)N([C@@H](C)CO)C[C@@H]1C,-9.1
O=C1CSC(=S)N1CCc1ccc(Cl)cc1,0.8

# Exported field by field: part of the list above
C[C@@H]1CN([C@H](C)CO)C(=O)Cc2cc(NC(=O)C3CCCCC3)ccc2O[C@H]1CN(C)CC1CC1
  U2OS ROS induce: 95.3*

COc1ccc([C@H]2Sc3ccccc3N(CCN(C)C)C(=O)[C@H]2OC(C)=O)cc1
  U2OS ROS induce: 0.6

COc1ccc([Si](C)(C)[C@@H]2[C@@H](CCO)O[C@]3(C(=O)N(C)c4c(Br)cc(C)cc43)[C@H]2C)cc1
  U2OS ROS induce: 24.5

C[C@H](CO)N1C[C@H](C)[C@H](CN(C)Cc2ccc(Cl)c(Cl)c2)Oc2c(NC(=O)c3ccc(-c4nccs4)cc3)cccc2C1=O
  U2OS ROS induce: 57.8
